High-throughput results from PubChem BioAssay.
D2 antagonist: D2 dopamine receptor (human) antagonism | P14416 | 340,000 tested, 2% active | HEK293 TREx D2 cells, calcium flux, dopamine EC80 | inhibition, % at 10 µM; in the data active = inhibition above about 30%; also: 0% is about no effect
Target sequence (P14416 whole entry, looked up): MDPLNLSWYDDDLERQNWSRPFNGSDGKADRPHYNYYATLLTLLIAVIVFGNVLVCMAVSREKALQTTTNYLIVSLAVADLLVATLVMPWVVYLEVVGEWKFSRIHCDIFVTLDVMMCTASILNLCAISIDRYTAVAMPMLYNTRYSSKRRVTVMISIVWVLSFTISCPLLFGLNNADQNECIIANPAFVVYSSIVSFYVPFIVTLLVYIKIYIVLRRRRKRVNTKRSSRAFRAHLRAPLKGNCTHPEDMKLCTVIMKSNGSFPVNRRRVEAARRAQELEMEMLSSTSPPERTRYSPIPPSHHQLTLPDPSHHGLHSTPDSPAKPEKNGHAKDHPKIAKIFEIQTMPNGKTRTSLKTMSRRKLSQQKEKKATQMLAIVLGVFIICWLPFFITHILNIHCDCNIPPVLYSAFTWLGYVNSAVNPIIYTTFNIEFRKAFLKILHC
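Tetracycline-induced HEK293 T-REx cells expressing D2 force-coupled to calcium signalling were dye-loaded, exposed to compound for 180 s, then challenged with an EC80 of dopamine; calcium flux was followed kinetically for a further 180 s.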
D1 agonist: activates the human D1 dopamine receptor; 360,000 tested, 1% active; HEK293 T-REx D1 cells, calcium flux, agonist mode; activation, % at 2 µM; also: 0% is about no effect
Target sequence (P21728 whole entry, looked up): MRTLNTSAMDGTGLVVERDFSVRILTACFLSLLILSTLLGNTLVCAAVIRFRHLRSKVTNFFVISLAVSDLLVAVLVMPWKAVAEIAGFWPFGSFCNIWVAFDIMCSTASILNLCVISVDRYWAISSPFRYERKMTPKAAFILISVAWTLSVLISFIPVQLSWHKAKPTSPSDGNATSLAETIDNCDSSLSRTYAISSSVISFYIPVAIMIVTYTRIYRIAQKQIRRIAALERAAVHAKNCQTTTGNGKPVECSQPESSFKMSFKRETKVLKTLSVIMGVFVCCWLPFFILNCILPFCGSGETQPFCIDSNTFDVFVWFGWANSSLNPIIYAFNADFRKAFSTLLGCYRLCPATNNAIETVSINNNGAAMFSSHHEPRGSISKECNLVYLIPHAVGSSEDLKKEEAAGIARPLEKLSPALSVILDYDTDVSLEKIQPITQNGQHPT
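Inducible HEK293 T-REx D1 cells, force-coupled to calcium signalling, were plated at 4000 cells/well with tetracycline and held overnight at 30 C. After no-wash calcium dye loading, compound-evoked calcium rise over 180 s flagged agonists.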
D2 PAM: positive allosteric modulators of human D2 dopamine receptor. AID 485347. HEK293 T-REx D2, calcium flux, EC20 dopamine potentiation. potentiation, % at 10 µM. P14416. 340,000 tested, 0.34% active;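 active = potentiation over 3 SD above the plate norm, cut at about 30% in these data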; also: 0% is about no effect
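Calcium flux readout, no-wash dye, 1 read/s. Inducible HEK293 Trex D2 line, overnight 30 C. Compound alone 180 s (agonist flags), then EC20 dopamine, another 180 s to score potentiation.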
D1 antag: blocks dopamine activation of the human D1 receptor; P21728; HEK293 TREx D1 cells, calcium flux, dopamine EC80; stronger effect = lower value; AID 504652; 360,000 tested, 3.2% active; activity change, negative = inhibition, % at 10 µM; in the data active = activity change below about -30%; also: % is scaled to controls: 0 for no effect and ±100 for the full control effect
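Allosteric or orthosteric antagonism assessed as attenuation of the calcium response to EC80 dopamine, added 180 s after compound, in induced HEK293 Trex D1 cells loaded with no-wash calcium dye.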
D1 PAM: human D1 dopamine receptor positive modulation; P21728; HEK293 TREx D1 cells, calcium flux, dopamine EC20 potentiation; potentiation, % at 10 µM; 360,000 tested, 0.036% active; in the data active = potentiation above about 30%; also: 0% is about no effect
RXFP1 antag: antagonists of human relaxin receptor RXFP1 | Q9HBX9 | HEK293-RXFP1, relaxin-stimulated cAMP HTRF, 30 min; stronger effect = lower value | activity change, negative = inhibition, % at 57.5 µM | 350,000 tested, 0.59% active | AID 1259400;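 active = activity change of -60% or lower, but not beyond a set lower limit; inconclusive = change between -60% and -40%, or beyond the set limit; inactive = change above -40%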; also: % is scaled to controls: 0 for no effect and ±100 for the full control effect
TRHR enhancer: allosterically enhances the human TRH receptor. P34981. TRHR cells, fluo-8 calcium fluorescence, EC20 TRH enhancement. enhancement, % at 2 µM. 360,000 tested, 0.66% active; in the data active = enhancement above about 30%; also: 0% is about no effect
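Enhancer read-out: after compound pinning and an initial kinetic agonist-mode read, an EC20 of TRH (10 nM final) was injected and fluo-8 calcium signal (Ex 480/Em 530) followed at 1 s/cycle for 100 cycles in TRHR-expressing cells.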
TRHR agonist: agonists of human TRH receptor; AID 493084; P34981; activation, % at 2 µM; 360,000 tested, 0.18% active; TRHR cells, calcium flux fluo-8, FDSS agonist mode; also: 0% is about no effect
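Fluo-8-loaded TRHR cells; 10 s baseline, compound added, kinetic Ca2+ fluorescence read 1/s, agonist mode.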
D2 agonist: activates the human D2 dopamine receptor. P14416. HEK293 T-REx D2 cells, calcium flux agonist mode. activation, % at 2 µM. 340,000 tested, 0.53% active;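 active = activation over 3 SD above normal in the single-dose calcium agonist read, cut at about 30% in these data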; also: 0% is about no effect
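Agonism is scored from calcium flux in a force-coupled, inducible HEK293 cell line expressing D2, read kinetically for 180 s after compound addition against dopamine controls.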
Active calls of the source: *; ? = inconclusive; / = no result given. Rule as the data show it, unless noted: active = activation above about 30%; inactive = the rest.

Every second line gives: D2 antagonist | D1 agonist | D2 PAM | D1 antag | D1 PAM | RXFP1 antag | TRHR enhancer | TRHR agonist | D2 agonist
- COc1ccccc1C(CC(=O)O)c1ccc2c(c1)OCO2 (configuration not stated)
→ -12 | 3 | 2 | -10 | -3 | 6 | 0 | -0.2 | -0.2
- NC(=O)c1cc(S(=O)(=O)N2CCN(c3ccc([N+](=O)[O-])cc3)CC2)cs1
→ -11 | 3 | -7 | -6 | -2 | 17 | -9 | 0.1 | 0.2
- O=C(O)c1cccc(NS(=O)(=O)c2cccc(C(=O)Nc3ccccc3[N+](=O)[O-])c2)c1
→ 8 | 0 | -5 | 0 | 2 | -1 | 2 | 0.2 | 0.7
- COc1cccc(-c2nc(SCC(=O)NCC3CCCO3)c(-c3ccc(C)cc3)[nH]2)c1 (configuration not stated)
→ / | -1 | -21 | 12 | -1 | -19 | 0 | 2.0 | 3.4
- O=C(CCCCC(=O)Nc1ccccc1)Nc1ccccc1
→ 0 | 0 | -8 | -30 | 2 | 1 | -1 | 0.2 | -0.2
- CCN(c1ccccc1)S(=O)(=O)c1ccc(NCC2COc3ccccc3O2)nc1 (configuration not stated)
→ -5 | 8 | -1 | -10 | 8 | -2 | 0 | -0.6 | -0.4
- COC(=O)c1cc(S(=O)(=O)N2c3ccccc3CC2C)c[nH]1 (configuration not stated)
→ / | 2 | / | -4 | 4 | -7 | -4 | 0.1 | /
- COC(=O)c1ccccc1NC(=O)CSc1cc(-c2ccccc2)nc(C)n1
→ / | 20 | 2 | 0 | 2 | -16 | -6 | 2.3 | 2.4
- CSc1ccc(NC(=O)c2cccnc2)cc1C#N
→ 1 | 3 | -2 | -16 | -4 | -5 | 2 | 2.3 | 0.4
- O=C(CNC(=O)c1ccco1)Nc1ccc(Br)cc1
→ -16 | 3 | -11 | 1 | -5 | -8 | 5 | 0.3 | 1.3
- CCc1ccc(N(CC(=O)NC2CCCC2)C(=O)CCC(=O)Nc2ccccn2)cc1
→ / | 0 | / | -1 | 0 | 17 | 31* | 0.6 | /
- COC(=O)c1c(O)cc(=O)n2c1CCCCC2
→ 4 | 2 | -7 | 0 | -2 | 4 | -2 | 0.7 | 1.2
- Cc1ccc(NC(=O)CCC(=O)N2Cc3ccccc3Oc3ncccc32)c(C)c1
→ / | 8 | -1 | -10 | -4 | 1 | 19 | -1.5 | -0.3
- C/C(CC(=O)NC12CC3CC(CC(C3)C1)C2)=N\NC(=O)c1ccc(C)cc1
→ 6 | 1 | -1 | -1 | -2 | -6 | -5 | 0.0 | 0.7
- Cn1cc(C(=O)N2CCN(c3cccc(C(F)(F)F)c3)CC2)c2c3ccccc3n(C)c2c1=O
→ / | -1 | 16 | 16 | -1 | / | 3 | -1.1 | 0.0

The results go on.
Every second line gives: D2 antagonist | D1 agonist | D2 PAM | D1 antag | D1 PAM | RXFP1 antag | TRHR enhancer | TRHR agonist | D2 agonist
- COc1ccc(NC(=S)Nc2cccc(Cl)c2Cl)cc1OC
→ 10 | 2 | 0 | -15 | 0 | 7 | -5 | -0.2 | 0.3
- CCOc1cccc(C2C(C(=O)c3ccc(C)o3)=C(O)C(=O)N2Cc2ccncc2)c1 (configuration not stated)
→ 1 | 2 | 10 | 9 | -2 | 15 | 2 | -0.9 | -0.5
- O=C(Oc1ccc(Cl)c2cccnc12)C12CC3CC(CC(C3)C1)C2
→ 3 | 2 | 16 | 31 | 7 | 8 | -1 | -1.4 | -0.6
- CCCNCc1cc(OCC)c(OCC(=O)Nc2ccccc2)cc1Br
→ -10 | 3 | -8 | 14 | -6 | 0 | -4 | 0.6 | 1.5
- CC1(C)Nc2ccccc2N(CC(=O)N2CCCCC2)C1=O
→ -5 | 3 | 17 | -2 | -1 | 5 | 3 | 0.0 | 0.5
- O=C(Nc1c(C(=O)Nc2cccc3ccccc23)cnn1-c1ccccc1)c1ccco1
→ -1 | 0 | -3 | 5 | -4 | -13 | 3 | 0.2 | 0.4
- Cc1cc(C)c(S(=O)(=O)N2CCOC2CNC(=O)C(=O)NCc2cccnc2)c(C)c1 (configuration not stated)
→ 14 | -4 | 4 | 0 | -5 | 6 | 2 | -0.3 | 0.3
- COc1ccc(-c2nc3nc(C)cc(C)n3c2Nc2c(C)cccc2C)cc1
→ / | 8 | 27 | 4 | 1 | / | -5 | 4.6 | 3.0
- O=C(O)C1C(=O)NCC1c1ccccc1 (configuration not stated)
→ 10 | 5 | 3 | 5 | -12 | 16 | 0 | 0.5 | 2.7
- Cc1nonc1C(=O)N1CCCC(N2CCN(c3ccc(F)cc3)CC2)C1 (configuration not stated)
→ 0 | 3 | 5 | -7 | -6 | 1 | -1 | 0.2 | 0.8
- CCOc1ccc(Cc2nnc(SCC(=O)Nc3ccccc3)n(N)c2=O)cc1
→ -9 | 2 | 2 | 2 | 1 | -3 | -6 | -0.2 | -0.2
- C/C(CCC1CC(C)OC1=O)=N\NC(N)=S (configuration not stated)
→ -29 | 2 | 11 | 12 | -10 | 4 | 16 | -3.8 | -5.7
- CCn1c(CNC(=O)c2ccco2)nnc1SCC(=O)Nc1cc(C(F)(F)F)ccc1Cl
→ -4 | 2 | 4 | -28 | 4 | -19 | -3 | 0.6 | 0.4
- O=C(COC(=O)c1ccccc1C(=O)c1ccccc1)Nc1ccc(SC(F)F)cc1
→ 11 | 4 | -7 | -6 | -7 | 2 | 11 | 2.2 | 0.2
- COCCN(Cc1cc2cc(C)c(C)cc2nc1Cl)C(=O)N1CCOCC1
→ -4 | 3 | 8 | 0 | -7 | 7 | -4 | 0.8 | 1.4

Further compounds
Every second line gives: D2 antagonist | D1 agonist | D2 PAM | D1 antag | D1 PAM | RXFP1 antag | TRHR enhancer | TRHR agonist | D2 agonist
- O=C(COC(=O)CCc1ccc(S(=O)(=O)N2CCOCC2)cc1)NCc1ccc(Cl)cc1
→ 15 | 7 | -9 | -18 | -7 | 2 | -6 | -0.9 | 15
- CCc1ccc(NC(=O)CSc2nc(NS(=O)(=O)c3ccccc3)cc(=O)[nH]2)cc1
→ -36 | 3 | -4 | 11 | 1 | -6 | 11 | 1.3 | 0.5
- CC(C)(C)c1ccc(-c2nc(C#N)c(NCc3ccncc3)o2)cc1
→ -10 | 7 | 16 | 9 | -3 | -19 | 11 | 2.3 | 0.0
- COc1ccc(CC(=O)Nc2ncc([N+](=O)[O-])s2)cc1OC
→ -3 | 1 | -5 | -8 | -7 | -37 | 1 | 0.7 | 0.3
- CC(C)CCn1nnnc1C(c1ccccc1F)N1CCC(C(N)=O)CC1 (configuration not stated)
→ 21 | 0 | -12 | -3 | 2 | 5 | 2 | 0.0 | -1.1
- CCOC(=O)c1sc(Nc2nc(C)cc(C)n2)nc1C
→ -21 | 2 | -12 | -19 | -3 | -10 | -3 | -0.2 | -0.3
- O=S(=O)(N[C@H]1C[C@@H](NS(=O)(=O)OCC(Cl)(Cl)Cl)C2CCCCC21)OCC(Cl)(Cl)Cl (some centres not stated)
→ 8 | 8 | 3 | -10 | -3 | / | -5 | 2.6 | -0.6
- O=c1[nH]c(CN2CCN(c3ccccc3)CC2)nc2scc(-c3ccccc3)c12
→ 32* | 0 | 4 | 7 | 1 | 1 | 0 | 0.0 | 7.5
- O=C(c1ccccc1)N1CCC(c2nc3c(nnn3Cc3ccco3)c(=O)[nH]2)CC1
→ -10 | 2 | -16 | 3 | -5 | / | -1 | 0.2 | -0.5
- Cc1cc(SCc2cc(=O)n3ccsc3n2)nc2ccccc12
→ -2 | 3 | 14 | 5 | 5 | 1 | 18 | -0.3 | -1.4
- COC(=O)c1cc2sc(Cl)cc2n1CC(=O)Nc1cc(OC)cc(OC)c1
→ / | 1 | -3 | 8 | -1 | 1 | 1 | 0.6 | 0.3
- CCCc1n[nH]c(=O)c2c1nnn2Cc1ccccc1
→ / | 2 | -5 | 7 | -8 | -5 | -7 | -0.3 | /
- CCOc1ccc(-c2nc(N)ncc2Oc2ccc(OC)cc2)c(O)c1
→ -23 | 1 | 2 | 12 | 7 | -26 | 17 | 0.5 | 0.7
- CCCC(=O)N1c2ccccc2-c2nnc(SC)nc2OC1c1sccc1C (configuration not stated)
→ / | 4 | 2 | 23 | 9 | -6 | 5 | -0.9 | 3.6
- CC1Cc2cc(S(=O)(=O)NCc3ccccc3)ccc2N1C(=O)C1CC1 (configuration not stated)
→ -4 | 12 | 17 | -25 | -5 | 2 | -7 | -1.2 | 0.9

Remaining list, next part.
Every second line gives: D2 antagonist | D1 agonist | D2 PAM | D1 antag | D1 PAM | RXFP1 antag | TRHR enhancer | TRHR agonist | D2 agonist
- O=C(CN1C(=O)COCC1=O)N1CCOCC1
→ -3 | 0 | 4 | -16 | -9 | 7 | 7 | 0.4 | 0.8
- CC(C)(C)NC(=O)CN(Cc1cccnc1)C(=O)c1csnn1
→ -5 | 1 | 7 | -3 | -5 | -3 | 4 | 0.7 | -0.4
- CCN1CCN(CCNC(=O)c2ccc(/C=C3/Sc4ccccc4N(Cc4cccc(Cl)c4)C3=O)cc2)CC1
→ 1 | 11 | -5 | -20 | -13 | ? | -6 | 2.7 | 0.6
- CC(C)N1CCN(Cc2ccc(C#CC(C)(C)O)s2)CC1CCO (configuration not stated)
→ 7 | 2 | 3 | -15 | -5 | 7 | 13 | 1.6 | -0.2
- CC(=O)Nc1nc(-c2cccs2)cs1
→ / | 1 | 14 | 13 | 8 | 5 | -3 | 0.0 | /
- Cn1c(CNC(=O)c2ccccc2F)nnc1SCc1ccc(Cl)cc1
→ 2 | -2 | -4 | / | -2 | -3 | -5 | 0.2 | 1.0
- CCCc1cc(=O)n(-c2nc3ccccc3s2)[nH]1
→ -14 | -1 | 3 | 1 | -7 | -19 | -5 | -0.1 | 0.0
- C=CCOc1ccc(NC(=O)C2CC(=O)N(C(C)C)C2)cc1 (configuration not stated)
→ -14 | 1 | 1 | -3 | -3 | 1 | 2 | 0.1 | -0.9
- CCc1ccc(CNC(=O)C(CC)n2ccc3cc(S(=O)(=O)N4CCCCC4)ccc32)cc1 (configuration not stated)
→ / | 6 | -3 | 10 | -2 | -10 | -1 | 1.0 | 1.6
- Cc1ccc(NS(=O)(=O)c2c(C(=O)N3CCCCCC3)c(C)n(C)c2C)cc1C
→ 6 | -1 | 6 | 2 | 4 | -9 | -1 | -0.3 | 0.0
- Cc1ccc(C(=O)COC(=O)c2cccc(NC(=O)c3ccc(Br)cc3)c2)cc1
→ / | 8 | -6 | -10 | 0 | 0 | -1 | -0.1 | 0.2
